ASAP1 inh: ASAP1 ArfGAP inhibition; ASAP1-stimulated ARF1 GTP hydrolysis, GDP FP detection; inhibition, % at 16.5 µM; Q9ULH1; AID 624377; hit rate 0.19% among 360,000; in the data active = inhibition above about 25%;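 also: 0% = vehicle with enzyme and substrate and 100% = no enzyme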
DDE Tn6 FP inh: disrupts Tn6 cyclic peptide binding to fibrin D-Dimer-E complex; hit rate 0.21% among 370,000; Fibrin DD(E) TRITC-Tn6 fluorescence polarization displacement; P02675; inhibition, % at 8.3 µM; AID 720509;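 active = inhibition above a per-campaign cutoff: mean of compounds within control limits plus 3 SD, cut at about 15% in these data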;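 also: 0% = median of all compound wells on the plate and 100% = blocking peptide control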
Target sequence (P02675 whole entry, looked up): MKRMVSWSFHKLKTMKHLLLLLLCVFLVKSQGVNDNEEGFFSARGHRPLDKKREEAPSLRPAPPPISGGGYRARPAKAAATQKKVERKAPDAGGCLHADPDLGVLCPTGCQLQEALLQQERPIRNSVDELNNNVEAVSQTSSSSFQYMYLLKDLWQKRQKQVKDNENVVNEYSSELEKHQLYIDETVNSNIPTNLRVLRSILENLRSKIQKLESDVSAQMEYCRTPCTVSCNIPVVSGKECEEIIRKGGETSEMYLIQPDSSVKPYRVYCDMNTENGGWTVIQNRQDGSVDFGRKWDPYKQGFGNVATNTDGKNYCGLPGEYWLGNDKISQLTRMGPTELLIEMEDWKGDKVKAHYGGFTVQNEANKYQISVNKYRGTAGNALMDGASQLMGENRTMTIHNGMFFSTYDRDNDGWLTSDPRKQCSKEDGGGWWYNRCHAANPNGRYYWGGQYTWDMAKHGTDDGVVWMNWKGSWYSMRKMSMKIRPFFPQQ
PLC-beta3 inh: inhibitors of human phospholipase C beta3 | Q01970 | Purified PLC-beta3, fluorogenic substrate, fluorescence | inhibition, % at 12.2 µM | hit rate 0.18% among 370,000; in the data active = inhibition above about 11%;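 also: 0% = median of compound wells on plate and 100% = full blocker control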
ARFGAP1 inh: inhibitors of rat ARFGAP1. hit rate 0.26% among 360,000. Arfgap1-stimulated ARF1 GTP hydrolysis, GDP FP detection. inhibition, % at 16.5 µM. Q62848;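 active = inhibition above a per-plate limit, mean inhibition of low control wells plus 3 SD, cut at about 25% in these data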;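 also: 0% = DMSO wells with enzyme and 100% = wells lacking Arfgap1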
Target sequence (Q62848 1-136 limits assumed): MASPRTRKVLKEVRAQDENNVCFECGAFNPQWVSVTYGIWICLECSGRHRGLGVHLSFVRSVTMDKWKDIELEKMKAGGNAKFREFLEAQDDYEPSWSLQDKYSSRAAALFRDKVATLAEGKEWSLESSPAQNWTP
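Material – truncated rat Arfgap1 GAP domain · Buffer or medium – HEPES-based buffer, pH 7.5 · Reagent – human ARF1(Δ1-17)-GTP substrate · Dosing – 16.5 µM single point, 1.26% DMSO · Schedule – GTP hydrolysis reaction 2 h at 25 °C · Technique – GDP detection by fluorescence polarization · Benchmarks – No-Arfgap1 wells (100%) versus DMSO full-reaction wells (0%) · Repeats – single replicate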
Tn7 DDE FP: disrupts Tn7 cyclic peptide binding to fibrin D-Dimer-E complex; P02675; FP displacement of FITC-Tn7 peptide from fibrin DD(E); 0% = median of compound wells per plate; inhibition, % at 8.3 µM; hit rate 0.13% among 370,000; AID 720508;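 active = inhibition above the mean of compounds falling within the control limits plus 3 SD of them, cut at about 14% in these data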;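 also: 0% = plate median of compound wells and 100% = 10 µM Aha-Tn7 peptide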
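Measure: % inhibition scaled between sample-field median and high-control FP; Test system: human fibrin DD(E); Quantity: 2 µM final DD(E) protein; Doses: one dose, 8.3 µM nominal; Schedule: compound with protein 10 min, then 3 h after probe, room temperature; Detection: fluorescence polarization; Medium: Tris buffer with calcium and detergent, pH 7.8.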
ADAM17 inh: ADAM17 inhibition, QFRET primary screen; P78536; recombinant ADAM17, EDANS/DABCYL FRET peptide cleavage; inhibition, % at 6.95 µM; hit rate 0.83% among 370,000; AID 720648;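 active = inhibition above the mean of compounds lying between control limits plus 3 SD, set per campaign, cut at about 8.5% in these data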;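 also: 0% = DMSO-only wells as the low control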
PLCg1 inh: blocks human PLC-gamma1 enzyme activity | inhibition, % at 12.2 µM | purified PLC-gamma1, fluorogenic substrate, fluorescence | AID 720700 | hit rate 0.84% among 370,000; in the data active = inhibition above about 9.5%
KLK7 zymogen act: proKLK7 (human) activation, primary screen | P49862 | purified proKLK7, EDANS-DABCYL substrate fluorescence; 100% is mature enzyme control, 0% vehicle | activation, % at 7 µM | hit rate 0.9% among 370,000 | AID 652039;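 active = activation above the mean of all tested compounds plus 3 SD, computed per campaign excluding outliers beyond control limits, cut at about 13% in these data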
Target sequence (P49862 whole entry, looked up): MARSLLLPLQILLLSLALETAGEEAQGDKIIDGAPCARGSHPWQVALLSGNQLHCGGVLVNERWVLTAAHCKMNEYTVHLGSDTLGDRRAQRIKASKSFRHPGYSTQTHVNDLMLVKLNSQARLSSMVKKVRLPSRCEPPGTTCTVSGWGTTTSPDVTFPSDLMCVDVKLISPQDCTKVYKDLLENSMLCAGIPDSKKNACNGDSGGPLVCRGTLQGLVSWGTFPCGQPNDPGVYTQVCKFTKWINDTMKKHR
MBD2 DNA inh: blocks human MBD2 binding to methylated DNA | Q9UBB5 | TR-FRET, MBD2 binding to methylated oligonucleotide | inhibition, % at 4.4 µM | hit rate 0.31% among 370,000 | AID 686964; in the data active = inhibition above about 13%
UHRF1 MBD2 ctr: UHRF1 methyl-DNA binding inhibition. inhibition, % at 4.4 µM. UHRF1 binding to methylated oligo, TR-FRET. hit rate 0.75% among 370,000. AID 687016; in the data active = inhibition above about 21%;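 also: UHRF1 SRA domain binding a hemimethylated CpG hairpin DNA probe; 0% = median of test compound wells and 100% = reference inhibitor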
Starred values were filed as active, the others as inactive.

SMILES | ASAP1 inh | DDE Tn6 FP inh | PLC-beta3 inh | ARFGAP1 inh | Tn7 DDE FP | ADAM17 inh | PLCg1 inh | KLK7 zymogen act | MBD2 DNA inh | UHRF1 MBD2 ctr
FC(F)(F)c1cc(-c2ccccc2)nc(NCc2cccnc2)n1 | 11 | 0 | -11 | -7 | -2 | -16 | -14 | -1.1 | -1 | 0
CCOc1ccc(NS(=O)(=O)c2cc(C(=O)N3CCC3)ccc2Cl)cc1 | 1 | -5 | -8 | 8 | 1 | -5 | -1 | 0.1 | -2 | 1
COc1ccc(C(=O)Cn2c(C(C)=O)nc3ccccc32)cc1 | 0 | 6 | -159 | 0 | 2 | -41 | -111 | 3.6 | 0 | -3
CCC(C)(C)C1CCc2c(sc(NC(=O)c3ccccc3C(=O)O)c2C#N)C1 (stereo not given) | -7 | 2 | -8 | -11 | 8 | -2 | 2 | 0.2 | 2 | 5
CC(C)C1Cc2c(C#N)c(N)n(C)c(=S)c2CO1 (stereo not given) | 7 | 1 | -12 | -2 | 4 | -1 | -4 | 0.1 | -4 | -5
CCn1nnc(-c2ccccc2NS(=O)(=O)c2ccc(S(=O)(=O)N(C)C3CCCCC3)cc2)n1 | 12 | -5 | -1 | 5 | -4 | 4 | 4 | -0.1 | 5 | 4
COc1ccc(NC(=S)NCC(O)c2ccccc2)c(OC)c1 (stereo not given) | 7 | -3 | 1 | 12 | -6 | 4 | 2 | 0.2 | 0 | 2
C[N+]1(CCC(=O)c2ccccc2)CCCCC1 | 7 | -4 | 0 | -5 | -3 | -5 | 4 | -0.8 | 2 | 2
CC(NC(=O)c1c(F)cccc1Cl)c1ccc(-n2ccnc2)cc1 (stereo not given) | -4 | 7 | -11 | 0 | 3 | -5 | -2 | 0.0 | -1 | 2
Cc1onc(-c2ccccc2)c1C(=O)NC(=S)NNC(=O)c1cc(-c2ccc(F)cc2)n[nH]1 | 7 | 2 | -10 | -4 | 1 | 5 | -6 | 0.3 | 0 | -6
COc1cccc(OC)c1C(=O)NC(=S)Nc1ccc(S(=O)(=O)Nc2nccs2)cc1 | 23 | -5 | 3 | 10 | 1 | 1 | 5 | -0.1 | 4 | 2
Cc1cccc(N2CCN(C(=O)CNC(=O)c3ccccc3)CC2)c1C | 4 | -2 | 1 | -7 | -1 | -1 | 2 | 0.5 | -4 | -1
CC(C)[C@H](NC(=O)N1CC(=O)Nc2ccccc21)C(=O)N[C@H](Cc1c[nH]c2ccccc12)C(=O)O | -3 | -4 | -1 | 4 | 1 | -4 | -1 | 0.0 | -4 | -2
COCC(=O)Oc1c(S(=O)(=O)c2ccc(C)cc2)c(C)nn1-c1ccccc1 | 8 | -4 | 5 | 3 | 3 | -2 | 5 | -0.4 | 0 | 5
COc1ccccc1-c1nnc(C2CCN(S(=O)(=O)c3ccccc3[N+](=O)[O-])CC2)o1 | 12 | -9 | -3 | 18 | 4 | 1 | 2 | 0.0 | 3 | 4
CC1=C(C(=O)N(C(C)C)C(C)C)CC(CC(=O)NCc2cccc3ccccc23)C(=O)N1CCCN1CCCC1=O (stereo not given) | -1 | 0 | -1 | -8 | 4 | -5 | -3 | -0.3 | 6 | 3
O=[N+]([O-])c1sccc1CS(=O)(=O)c1ccccc1 | 5 | 2 | -3 | 3 | 4 | 2 | 3 | 0.9 | -7 | -2
C=CCN(CC=C)C(=O)C[n+]1ccc(C(N)=O)cc1 | -7 | -4 | -7 | -3 | 4 | -6 | 1 | 0.1 | 8 | 3
COc1ccc(-c2nnc(SCC(=O)OC3CCCCC3)o2)cc1OC | -7 | -3 | 0 | 2 | -2 | 2 | 4 | 0.1 | 1 | 1
Cc1ccccc1CS(=O)(=O)c1snnc1C | -8 | -3 | 2 | 1 | 1 | -2 | -2 | -0.4 | -6 | -3
Cc1cccc(N2CCN(CC(=O)NCc3ccccc3)CC2)c1C | 8 | 6 | -6 | 1 | 3 | 0 | 2 | 0.7 | -4 | -3
N#C/C(=C\c1ccccc1)C(=O)Nc1cccnc1 | -2 | -5 | -11 | 6 | 6 | -4 | -2 | 1.0 | 4 | 2
COc1cccc(C2=NOC(C(=O)NC(C)(C)C)C2)c1 (stereo not given) | -12 | 7 | -6 | 0 | -2 | -5 | 2 | -0.1 | 4 | 2
Cn1nc(C(C)(C)C)c([N+](=O)[O-])c1C(=O)N1CCCCCC1 | -14 | -2 | -1 | -11 | -3 | -4 | 2 | 0.4 | -3 | -1
CCCOc1ccc(C(=O)NNC(=S)NC(=O)c2cc(-c3ccc(Cl)cc3)nc3ccccc23)cc1 | -2 | -5 | -11 | -5 | 1 | -3 | -6 | -0.1 | 1 | 3
CC1=NN(C(C#N)c2ccc([N+](=O)[O-])cc2)C(C)(C)C1 (stereo not given) | -9 | 1 | -3 | 2 | 0 | 3 | 9 | 0.6 | 0 | -4
Cc1ccc(OCc2nnc(SCC(=O)NCc3ccccc3)n2C)cc1 | 1 | -5 | 7 | -1 | -5 | 4 | 4 | -0.5 | -3 | 2
C(=N\Nc1nc2ccccc2s1)/c1ccco1 | 0 | -5 | -37 | 1 | -4 | 7 | -36 | -0.5 | -6 | -3
COc1ccccc1C(=O)NCCN1CCN(c2ccccc2)CC1 | -1 | -4 | 0 | -7 | -2 | -3 | -1 | 0.3 | 11 | 1
COC(=O)[C@H](CC(C)C)NC(=O)Cn1cnc2c(SC)nc(N)nc21 | 3 | -2 | -1 | 10 | -1 | -6 | 0 | 1.1 | 1 | -1
O=C(CCn1ccc([N+](=O)[O-])n1)NC1CCCCCC1 | -8 | 6 | 0 | -5 | -4 | 4 | -3 | 0.5 | 2 | -5
CCOC(=O)C1CCCN(C(=O)CN2CCN(Cc3ccc(Cl)cc3)C2=O)C1 (stereo not given) | 6 | 0 | 4 | 2 | 4 | 1 | 1 | -0.1 | 0 | 1
CCCc1nnc(SCC(=O)N2CCCC(C)C2)n1CC1CCCO1 (stereo not given) | -17 | 1 | 6 | 11 | -4 | 0 | 6 | -0.6 | -2 | 1
Cc1ccc(Cn2nnc3c(=O)n(Cc4cccc(C)c4)cnc32)cc1 | 5 | -1 | 0 | 11 | -4 | 7 | 0 | -0.3 | -7 | -3
COc1cc(C2CC(=O)OC3=C2C(=O)CC(C)(C)C3)cc(OC)c1OC (stereo not given) | -8 | -6 | -3 | 1 | 0 | -4 | 3 | 0.1 | -5 | -1
O=C(O)CC(NC(=O)C12CC3CC(CC(C3)C1)C2)c1cccc([N+](=O)[O-])c1 (stereo not given) | -21 | -1 | 1 | -4 | 1 | 0 | 2 | -0.4 | 1 | -1
Cc1ccc(NC(=O)c2ccco2)c(NC(=O)c2cccs2)c1 | 7 | -1 | -2 | 5 | 10 | -3 | 1 | 0.4 | 3 | 4
CC(C)OC(=O)C1C2C=CC3(CN(Cc4cccs4)C(=O)C13)O2 (stereo not given) | -11 | -6 | 1 | -1 | 9 | -4 | 2 | 0.1 | 2 | 1
COc1ccccc1Oc1ccc(S(=O)(=O)N2CCN(C)CC2)cc1 | -1 | -2 | -7 | -10 | -6 | 0 | 2 | -0.4 | -1 | -1
CCOC(=O)C1(Cc2ccccc2C(F)(F)F)CCN(C(=O)c2cc(C(C)=O)n[nH]2)CC1 | -4 | -2 | 1 | 2 | -3 | 0 | -2 | 0.5 | 3 | -1
CCN1C(=O)[C@H]2[C@@H](c3ccc(C)cc3)N[C@]3(CCCN(CC4CCCCC4)C3=O)[C@H]2C1=O | 1 | -3 | -2 | -4 | -6 | -8 | -1 | -0.1 | 9 | 0
CC(=O)O[C@H]1CC[C@]2(C)C3CC[C@]4(C)[C@@H]([C@H](C)/C=C/[C@H](C)C(C)C)CC[C@H]4[C@@]34C=C[C@]2(C1)N(C(=O)c1ccccc1)O4 (stereo not given in full) | 4 | -3 | -1 | -2 | 0 | -1 | 2 | 0.1 | -3 | 4
CCCn1c(N)c(C(=O)CN(C)CC(=O)Nc2c(Cl)cccc2Cl)c(=O)[nH]c1=O | -3 | -3 | -6 | -8 | 2 | -4 | -1 | 0.1 | -4 | -2
CN1CCC(=NNC(=O)c2ccc(N(Cc3ccc(Cl)cc3)S(C)(=O)=O)cc2)CC1 | 5 | -9 | -9 | 1 | -2 | 2 | -6 | -0.1 | 2 | -4
Cc1ccccc1NCc1ccc(O)c2ncccc12 | -13 | 0 | -3 | -2 | 12 | -3 | -2 | 0.0 | 2 | 2
NC(=S)n1[nH]c(-c2ccccc2)c(N=Nc2ccccc2C(=O)N2CCOCC2)c1=O | -1 | 8 | 2 | -2 | -6 | 1 | 3 | 0.1 | -14 | -19
COc1cc(C2N(c3ccc(Cl)cc3)C(=O)C3CCCN32)cc(OC)c1OC (stereo not given) | 5 | 12 | -1 | -14 | -6 | -3 | -4 | 0.6 | 0 | 1
CC(C)(CNC(=O)c1sc2cc(Cl)ccc2c1Cl)N1CCOCC1 | 1 | -5 | -7 | 6 | -4 | 5 | 2 | 0.0 | 3 | 0
COc1ccc(NS(=O)(=O)c2cccc(NC(=O)NCCCl)c2)cc1 | -5 | 0 | -4 | -3 | 2 | 2 | 5 | 0.5 | -7 | -1
Cc1nc2ccc(NC(=O)c3ccc(N4C(=O)CCC4=O)cc3)cc2s1 | -9 | 8 | -5 | 3 | 4 | -4 | -1 | -0.1 | 1 | 1
Cc1cc(C(=O)OCC(=O)Nc2ccc(F)cc2F)c(C)o1 | -5 | -5 | 1 | -8 | -5 | 3 | 7 | -0.5 | -5 | -2
COc1ccc(OCCC(=O)c2ccc(OC)cc2)cc1 | -2 | -1 | -3 | 13 | -5 | 1 | 2 | 0.6 | -4 | 0
Cc1cc(C)cc(OC(=O)CCN2C(=O)c3ccccc3C2=O)c1 | 13 | -1 | -1 | 6 | 3 | -4 | 0 | 0.1 | 0 | 0
CC1(C)NC(=O)N(CCOCCOc2ccccc2)C1=O | -6 | 0 | 10 | -12 | -3 | 1 | 6 | -0.1 | -1 | 2
COc1cccc(-c2cnc(C(O)c3cccc(F)c3)[nH]2)c1 (stereo not given) | -6 | -1 | -1 | 0 | 7 | -3 | 2 | -0.2 | 4 | 2

3 compounds drawn at random from those above, as already listed:
SMILES | ASAP1 inh | DDE Tn6 FP inh | PLC-beta3 inh | ARFGAP1 inh | Tn7 DDE FP | ADAM17 inh | PLCg1 inh | KLK7 zymogen act | MBD2 DNA inh | UHRF1 MBD2 ctr
COc1ccc(OCCC(=O)c2ccc(OC)cc2)cc1 | -2 | -1 | -3 | 13 | -5 | 1 | 2 | 0.6 | -4 | 0
Cc1cc(C)cc(OC(=O)CCN2C(=O)c3ccccc3C2=O)c1 | 13 | -1 | -1 | 6 | 3 | -4 | 0 | 0.1 | 0 | 0
Cc1nc2ccc(NC(=O)c3ccc(N4C(=O)CCC4=O)cc3)cc2s1 | -9 | 8 | -5 | 3 | 4 | -4 | -1 | -0.1 | 1 | 1

Screening results: PubChem BioAssay, The Scripps Research Institute Molecular Screening Center
